Source: PubChem (The Scripps Research Institute Molecular Screening Center)
PAD4 inh – PAD4 (human) enzyme inhibition; recombinant PAD4, RCA probe fluorescence polarization; inhibition, % at 6.36 µM; 0.41% of 330,000 active; AID 485272;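 active = percent inhibition above a cutoff equal to the mean of all tested compounds plus 3 SD, cut at about 15% in these data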;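 also: 0% = PAD4 with RCA probe and DMSO and 100% = probe without PAD4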
LYPLA1 counter – blocks human lysophospholipase 1, a PME1 counter-screen; O75608; recombinant LYPLA1, FP-Rh probe fluorescence polarization; inhibition, % at 5.9 µM; 0.16% of 320,000 active; AID 2174;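 active = inhibition above the mean of all tested compounds plus 3 SD, set per campaign, cut at about 14% in these data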;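 also: inhibitors block serine hydrolase probe labeling of LYPLA1 so polarization falls; 0% = enzyme with DMSO and 100% = wells lacking LYPLA1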
Target sequence (O75608 whole entry, looked up): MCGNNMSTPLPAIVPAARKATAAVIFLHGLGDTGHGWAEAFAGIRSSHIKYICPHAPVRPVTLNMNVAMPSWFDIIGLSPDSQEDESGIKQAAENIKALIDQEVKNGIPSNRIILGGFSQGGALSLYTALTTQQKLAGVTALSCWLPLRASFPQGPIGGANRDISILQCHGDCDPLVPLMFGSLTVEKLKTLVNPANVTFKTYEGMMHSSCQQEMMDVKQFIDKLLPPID
ZTA DNA inh – ZTA (EBV) inhibition in EBNA-1 counter-screen; 0.15% of 320,000 active; AID 2234; ZTA-DNA binding, fluorescence polarization; inhibition, % at 11 µM; P03206; in the data active = inhibition above about 33%
Target sequence (P03206 whole entry, looked up): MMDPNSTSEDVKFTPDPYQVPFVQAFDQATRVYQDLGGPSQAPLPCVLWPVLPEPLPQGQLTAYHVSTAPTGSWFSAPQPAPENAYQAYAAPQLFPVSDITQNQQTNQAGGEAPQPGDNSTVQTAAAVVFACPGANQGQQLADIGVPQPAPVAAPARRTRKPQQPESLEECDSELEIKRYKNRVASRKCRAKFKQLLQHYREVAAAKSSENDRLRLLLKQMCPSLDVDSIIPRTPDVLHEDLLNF
LYPLA2 inh – counter-screen for PME1 inhibitors: inhibitors of human LYPLA2. O95372. recombinant LYPLA2, FP-Rh probe fluorescence polarization. inhibition, % at 5.9 µM. 0.38% of 320,000 active. AID 2177;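 active = inhibition above the screen-wide mean plus 3 SD, limit set per campaign, cut at about 26% in these data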;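 also: 0% = LYPLA2 with DMSO and 100% = wells lacking LYPLA2 enzyme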
Target sequence (O95372 whole entry, looked up): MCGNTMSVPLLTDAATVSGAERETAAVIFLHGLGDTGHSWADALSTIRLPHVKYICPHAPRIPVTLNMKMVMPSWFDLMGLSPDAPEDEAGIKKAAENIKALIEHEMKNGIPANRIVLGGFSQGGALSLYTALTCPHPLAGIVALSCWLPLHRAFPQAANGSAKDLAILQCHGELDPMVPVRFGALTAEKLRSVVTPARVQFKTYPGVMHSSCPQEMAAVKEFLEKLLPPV
GSTO1 inh – GSTO1 inhibition, counter-screen for RBBP9 inhibitors. recombinant GSTO1, activity-based probe fluorescence polarization. AID 1974. inhibition, % at 5.96 µM. 1.1% of 300,000 active. P78417;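 active = inhibition above the campaign mean inhibition plus 3 SD, cut at about 35% in these data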;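 also: 0% = GSTO1-1 with DMSO and 100% = wells lacking GSTO1-1 enzyme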
Target sequence (P78417 whole entry, looked up): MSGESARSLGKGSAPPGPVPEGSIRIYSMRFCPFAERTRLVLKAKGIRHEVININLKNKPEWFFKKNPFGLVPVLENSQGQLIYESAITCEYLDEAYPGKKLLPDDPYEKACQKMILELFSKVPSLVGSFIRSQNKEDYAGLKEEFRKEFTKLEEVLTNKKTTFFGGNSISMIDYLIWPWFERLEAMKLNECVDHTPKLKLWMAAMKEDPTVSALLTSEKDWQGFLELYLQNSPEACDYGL
EBNA-1 inhibitor – blocks EBNA-1 binding to DNA | inhibition, % at 14.8 µM | AID 1950 | 0.34% of 300,000 active | EBNA-1 DNA binding, fluorescence polarization; in the data active = inhibition above about 28%
PREPL inh – inhibitors of human prolyl oligopeptidase-like enzyme PREPL | 0.68% of 320,000 active | recombinant PREPL, fluorescence polarization activity-based probe | inhibition, % at 5.96 µM | Q4J6C6; in the data active = inhibition above about 43%;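 also: 0% = enzyme with DMSO and 100% = wells lacking enzyme; many of its hits are not listed in these tables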
PAFAH1B3 inh – blocks human PAF acetylhydrolase 1B catalytic subunit 3. Q15102. recombinant PAFAH1B3, FP-rhodamine probe, fluorescence polarization. inhibition, % at 3.39 µM. 0.28% of 340,000 active;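 active = inhibition above the screen-wide average of all tested compounds plus 3 SD, cut at about 25% in these data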;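 also: 0% = enzyme with DMSO only and 100% = wells lacking PAFAH1B3 protein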
PAFAH2 FP inh – inhibitors of human PAFAH2; 0.99% of 340,000 active; recombinant PAFAH2, FP-rhodamine activity probe, fluorescence polarization; inhibition, % at 3.39 µM; AID 492956;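 active = inhibition above the mean over all tested compounds plus 3 SD, cut at about 30% in these data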;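 also: inhibitors block probe labeling of enzyme so polarization drops; 0% = enzyme with DMSO and 100% = wells lacking PAFAH2 protein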
Numbers without * were called inactive; nt = not tested or not shown. The list is partial, so the mix of outcomes need not match the whole.

The opening five entries (preview)
#1 Cc1ccc(S(=O)(=O)NCCCC(=O)N2CCC(C)CC2)cc1
#2 Nc1ncnc(Nc2ccccc2Cl)n1
#3 COc1cc(N)ccc1Cc1ccc(N)cc1OC
#4 Oc1ccccc1Cc1c(O)ccc2ccccc12
#5 COc1ccc(Cl)cc1NC(=O)C(C)Sc1nncn1C (stereo not drawn)

screen / no.	1	2	3	4	5
PAD4 inh	-3	8	-11	3	0
LYPLA1 counter	-5	0	0	-1	-4
ZTA DNA inh	0	1	-7	-5	-5
LYPLA2 inh	0	8	-4	-2	-5
GSTO1 inh	-2	-1	-3	9	8
EBNA-1 inhibitor	-10	0	-7	1	-6
PREPL inh	-5	-9	8	6	-5
PAFAH1B3 inh	3	-4	1	8	12
PAFAH2 FP inh	5	6	0	0	-7

The listing, repeating the preview:
#1 Cc1ccc(S(=O)(=O)NCCCC(=O)N2CCC(C)CC2)cc1
#2 Nc1ncnc(Nc2ccccc2Cl)n1
#3 COc1cc(N)ccc1Cc1ccc(N)cc1OC
#4 Oc1ccccc1Cc1c(O)ccc2ccccc12
#5 COc1ccc(Cl)cc1NC(=O)C(C)Sc1nncn1C (stereo not drawn)

screen / no.	1	2	3	4	5
PAD4 inh	-3	8	-11	3	0
LYPLA1 counter	-5	0	0	-1	-4
ZTA DNA inh	0	1	-7	-5	-5
LYPLA2 inh	0	8	-4	-2	-5
GSTO1 inh	-2	-1	-3	9	8
EBNA-1 inhibitor	-10	0	-7	1	-6
PREPL inh	-5	-9	8	6	-5
PAFAH1B3 inh	3	-4	1	8	12
PAFAH2 FP inh	5	6	0	0	-7

#6 COc1ccc(C(=O)COC(=O)c2cccnc2SC)cc1
#7 O=C1CCCC2=C1C1(O)C(=O)c3ccccc3C1(O)O2 (stereo not drawn)
#8 CC(=O)c1cccc(NC(=O)C2C3C=CC(C3)C2C(=O)O)c1 (stereo not drawn)
#9 Cc1ccc(CNC(=O)CCc2nnc(Cc3ccc(-c4ccccc4)cc3)o2)o1
#10 COC(=O)c1ccccc1NC(=O)Nc1cccs1

screen / no.	6	7	8	9	10
PAD4 inh	-1	45*	-2	-2	4
LYPLA1 counter	-1	4	-2	-1	-3
ZTA DNA inh	-2	-18	-1	4	2
LYPLA2 inh	-1	4	-1	10	-11
GSTO1 inh	-5	70*	-4	-3	0
EBNA-1 inhibitor	-6	-9	6	4	-5
PREPL inh	0	-5	1	5	20
PAFAH1B3 inh	8	5	4	2	0
PAFAH2 FP inh	-2	-1	23	6	-7

#11 O=Cc1cc(-c2ccccc2)[nH]c1-c1ccccc1
#12 COc1cc(F)ccc1S(=O)(=O)NCc1cccnc1
#13 O=C(COC(=O)c1cc(=O)c2ccccc2o1)Nc1ccc2ccccc2c1
#14 C/C(N)=C(/C#N)C(=O)COC(=O)c1cccc(C)c1O
#15 Cc1cccc(Oc2ncnc(N)c2[N+](=O)[O-])c1

screen / no.	11	12	13	14	15
PAD4 inh	-5	1	-1	3	-1
LYPLA1 counter	-3	1	-5	-4	-5
ZTA DNA inh	-11	8	-3	29	2
LYPLA2 inh	0	-1	-6	-4	3
GSTO1 inh	3	5	10	13	5
EBNA-1 inhibitor	-1	0	11	8	9
PREPL inh	6	1	-12	3	3
PAFAH1B3 inh	7	6	6	9	8
PAFAH2 FP inh	-3	-8	-6	0	-8

#16 CCOc1ccccc1CN(CCc1ccc2c(c1)OCO2)Cc1ccccn1
#17 CC(=O)Nc1ccc(-c2csc(NCc3ccco3)n2)cc1
#18 Cc1cc(Cl)cc(Cl)c1OCCCCN(C)C
#19 COc1ccc(C=NNC(=O)c2ccccc2OCc2ccc(F)cc2)c(OC)c1
#20 COc1ccc(NC(=O)CSc2nc3c([nH]c4ccccc43)c(=O)n2C)cc1

screen / no.	16	17	18	19	20
PAD4 inh	-4	-4	-2	3	8
LYPLA1 counter	1	1	2	nt	1
ZTA DNA inh	22	15	5	nt	-15
LYPLA2 inh	-3	-5	6	nt	1
GSTO1 inh	-2	-5	2	nt	0
EBNA-1 inhibitor	1	6	-4	nt	5
PREPL inh	2	7	-29	1	-8
PAFAH1B3 inh	5	1	0	8	-5
PAFAH2 FP inh	6	3	-8	14	3

#21 CCC(C)C(NS(=O)(=O)c1ccc(C)cc1)C(=O)O (stereo not drawn)
#22 O=C(COC(=O)/C=C/c1ccccc1Cl)NC(=O)NCc1ccccc1
#23 O=S(=O)(c1ccc2nc(Cc3ccccc3)[nH]c2c1)N1CCOCC1
#24 COc1cc(C(=O)OC(C)C(=O)N2CCc3ccccc3C2)ccc1OCC(=O)N1CCOCC1 (stereo not drawn)
#25 CC(C)OCCCNC(=O)c1ccc(CS(=O)(=O)Cc2ccccc2F)o1

screen / no.	21	22	23	24	25
PAD4 inh	3	-4	-1	0	-1
LYPLA1 counter	3	1	1	2	-1
ZTA DNA inh	-18	-1	12	-19	4
LYPLA2 inh	10	-1	7	2	2
GSTO1 inh	5	nt	-4	0	-5
EBNA-1 inhibitor	1	nt	10	6	-9
PREPL inh	22	2	7	-11	10
PAFAH1B3 inh	9	-5	1	7	11
PAFAH2 FP inh	0	3	5	-1	-7

#26 O=C(CSc1cn[nH]n1)Nc1cccc(C(F)(F)F)c1
#27 CCN(CC)S(=O)(=O)c1ccc(Cl)c(NC(=O)c2ccncc2)c1
#28 CN1C(=O)NC(c2ccccc2)C2=C1CN(c1ccc3ccccc3c1)C2=O (stereo not drawn)
#29 Cc1[nH]c2ccccc2c1/C=N/n1cnnc1
#30 Cc1cccc(NC(=O)c2ccc(S(=O)(=O)N3CCCCC3C)cc2)n1 (stereo not drawn)

screen / no.	26	27	28	29	30
PAD4 inh	-2	-3	-10	-4	-1
LYPLA1 counter	-3	3	-1	-1	1
ZTA DNA inh	21	8	4	-7	15
LYPLA2 inh	-3	0	0	-1	-2
GSTO1 inh	7	2	4	-6	1
EBNA-1 inhibitor	0	5	8	5	8
PREPL inh	-3	-2	24	8	-1
PAFAH1B3 inh	0	7	4	8	7
PAFAH2 FP inh	2	2	4	6	-2

#31 Clc1ccc(CNCC2CCCO2)c(Cl)c1 (stereo not drawn)
#32 CSc1ncc(C(=O)O)n1-c1ccc(F)cc1
#33 CCCSc1nc(N)c2c3c(sc2n1)CN(C)CC3
#34 CCC(C)(C)C(=O)Nc1ccc(C(N)=O)cc1
#35 CCC(/C=C1\Sc2ccc(OC)cc2N1CC)=C\c1sc2ccc(OC)cc2[n+]1CCCS(=O)(=O)[O-]

screen / no.	31	32	33	34	35
PAD4 inh	1	0	-2	-2	-154
LYPLA1 counter	-2	-2	3	1	-179
ZTA DNA inh	-9	11	-5	-1	104*
LYPLA2 inh	5	-1	-1	4	-267
GSTO1 inh	12	8	-6	4	-146
EBNA-1 inhibitor	-9	-4	14	1	56*
PREPL inh	15	13	19	-6	-180
PAFAH1B3 inh	nt	5	-7	3	-235
PAFAH2 FP inh	nt	1	-1	1	-242

#36 COc1ccc(N=C2NN=C(c3ccc4c(c3)OCCO4)CS2)cc1
#37 C(#CC1CCCC1)c1ccc2c(c1)COc1c3ccccc3nn1-2
#38 Oc1c(C=Nc2ccccc2Cl)[nH]c2ccccc12
#39 O=C(CCN1CCN2CCCC2C1)N1c2ccccc2Sc2ccc(Cl)cc21 (stereo not drawn)
#40 COc1ccc(Cc2nnc(SCC(=O)Nc3ccccc3)[nH]c2=O)cc1

screen / no.	36	37	38	39	40
PAD4 inh	-6	-10	-9	0	4
LYPLA1 counter	-5	1	2	-4	0
ZTA DNA inh	14	-10	2	0	-1
LYPLA2 inh	-3	-2	4	4	-5
GSTO1 inh	5	-3	11	5	-1
EBNA-1 inhibitor	10	0	7	-4	-7
PREPL inh	5	11	12	-10	3
PAFAH1B3 inh	-4	-4	9	6	10
PAFAH2 FP inh	4	-2	7	3	13

#41 O=C(NCC(F)(F)F)Nc1ccccn1
#42 O=C(Nc1ncc(S(=O)(=O)c2ccc([N+](=O)[O-])cc2)s1)c1cccc2ccccc12
#43 Cc1ccc(-c2noc(CCC(=O)Nc3cc(C)ccn3)n2)cc1
#44 O=c1cc(Nc2ccc3c(c2)OCCO3)[nH]c(=O)n1-c1ccc(Cl)cc1
#45 Cc1cc(=O)[nH]c(SCC(=O)Nc2c(C)n(C)n(-c3ccccc3)c2=O)c1C#N

screen / no.	41	42	43	44	45
PAD4 inh	7	0	4	0	-1
LYPLA1 counter	-4	-11	-1	-3	-4
ZTA DNA inh	-4	5	26	3	6
LYPLA2 inh	-6	-3	4	-4	-4
GSTO1 inh	6	-15	6	7	nt
EBNA-1 inhibitor	-14	1	12	0	nt
PREPL inh	8	13	-3	1	-2
PAFAH1B3 inh	9	1	4	5	4
PAFAH2 FP inh	-1	1	-3	-7	1

#46 CCn1cc(CN2CCC(C(=O)Nc3ccc(Oc4cccnc4)cc3)CC2)cn1
#47 CCCn1c(N)c(C(=O)CSc2nnc(C3CC3)n2C2CC2)c(=O)[nH]c1=O
#48 Cn1nc(C(=O)NNC(=O)c2ccccc2F)c2ccccc2c1=O
#49 O=C(c1ccc([N+](=O)[O-])cc1)N1CCc2ccccc2C1
#50 O=C(Cc1ccccc1)n1nc(-c2ccccc2)nc1NCc1ccco1

screen / no.	46	47	48	49	50
PAD4 inh	-2	-1	0	0	7
LYPLA1 counter	-1	nt	nt	-2	0
ZTA DNA inh	-3	nt	nt	11	-3
LYPLA2 inh	0	nt	nt	-3	-1
GSTO1 inh	-2	nt	nt	0	0
EBNA-1 inhibitor	-1	nt	nt	-5	-2
PREPL inh	1	26	3	13	-1
PAFAH1B3 inh	-6	5	10	5	-3
PAFAH2 FP inh	-4	10	1	-9	2

#51 CCCCCCOc1ccc(C(CC(=O)O)C(N)=O)cc1 (stereo not drawn)
#52 Cc1cc(C)nc(-n2ncc3c2CC(c2ccccc2)CC3=O)n1 (stereo not drawn)
#53 Cc1ccc(S(=O)(=O)NC2=NCN(CCN3CCOCC3)CN2)cc1
#54 Cc1c(C(=O)Nc2cccc([N+](=O)[O-])c2)csc1-c1ccccc1
#55 Cc1ccc(NC(=O)C2CCN(C(=O)c3ccccc3C)CC2)nc1
#56 OCC1OC(Oc2c[nH]c3ccccc23)C(O)C(O)C1O (stereo not drawn)
#57 COc1ccc2c(C)cc(=O)[nH]c2c1

screen / no.	51	52	53	54	55	56	57
PAD4 inh	5	-2	-2	-2	0	-17	2
LYPLA1 counter	2	-1	1	-2	-3	2	-3
ZTA DNA inh	3	-5	-3	14	5	0	14
LYPLA2 inh	20	1	3	4	-2	6	1
GSTO1 inh	14	-4	4	-1	15	8	2
EBNA-1 inhibitor	10	6	-4	4	5	-17	-1
PREPL inh	10	-10	23	-1	11	6	-1
PAFAH1B3 inh	2	9	-5	1	6	22	-3
PAFAH2 FP inh	-3	9	-4	-5	4	-2	-11
